# Casp6 inh: human caspase-6 inhibitors, primary screen, biochemical, VEID-R110 fluorescence, single point, set 2; P55212; purified caspase-6, Z-VEID-R110 cleavage fluorescence; inhibition, % at 12.5 µM; 0.53% of 350,000 active; AID 686996, 2013;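 active = mean inhibition across replicates at least about 35%, with every replicate also reaching that limit, limit read from the data; inconclusive = only one of the two criteria met; inactive = neither criterion met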;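 note: 0% = median of neutral control wells and 100% = no fluorescence left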
# Target sequence (P55212 24-179 limits assumed): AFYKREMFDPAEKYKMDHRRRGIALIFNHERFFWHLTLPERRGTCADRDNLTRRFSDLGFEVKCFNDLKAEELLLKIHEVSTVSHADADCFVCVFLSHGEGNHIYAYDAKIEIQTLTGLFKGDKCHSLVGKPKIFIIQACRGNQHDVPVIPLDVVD
# Target sequence (P55212 194-293 limits assumed): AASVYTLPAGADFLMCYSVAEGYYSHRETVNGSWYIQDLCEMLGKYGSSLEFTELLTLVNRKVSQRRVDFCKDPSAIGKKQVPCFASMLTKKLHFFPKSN
# SIRT5 inh: SIRT5 desuccinylase inhibitors, primary screen, biochemical, fluorescence imaging, single point, set 5 | Purified SirT5, succinyl-peptide AMC, trypsin-coupled fluorescence | inhibition, % at 15 µM | 1.1% of 330,000 active; in the data active = inhibition above about 15%; inconclusive = no clear call, values can overlap the other calls
# Target sequence (Q9NXA8 whole entry, looked up): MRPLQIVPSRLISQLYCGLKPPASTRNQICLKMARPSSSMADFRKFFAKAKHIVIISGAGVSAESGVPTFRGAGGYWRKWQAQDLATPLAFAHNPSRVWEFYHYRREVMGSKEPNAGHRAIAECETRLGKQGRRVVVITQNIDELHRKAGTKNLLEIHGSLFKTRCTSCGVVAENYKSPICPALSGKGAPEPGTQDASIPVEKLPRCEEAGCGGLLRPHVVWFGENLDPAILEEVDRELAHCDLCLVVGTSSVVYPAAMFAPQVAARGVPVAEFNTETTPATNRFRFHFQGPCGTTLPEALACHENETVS
# esBAF inh: Bmi1 luciferase reporter increase in mESCs, primary screen, esBAF inhibitor project, mouse ES cells, Bmi1 luciferase knock-in, single point | reporter increase, % at 12.5 µM | 24 h; 100% = twice the neutral-well signal | 2% of 350,000 active; in the data active = activation above about 40%; inconclusive = no clear call, values can overlap the other calls;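 note: 0% = median of the plate's neutral control wells and 100% = double that signal; a rise in the Bmi1 reporter signal indicates esBAF inhibition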
# LGR2 inh: inhibitors of bursicon-induced LGR2 CRE-luciferase signal, primary screen, cell-based, HEK293, CRE-luciferase reporter, bursicon stimulation. inhibition, % at 9.99 µM. 0.35% of 380,000 active. bursicon-stimulated, 4 h. AID 720647, 2013;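 active = drop in luminescence signal, shown as inhibition above about 50% in the replicate tests, limit read from the data, passing the limit was not always enough; inconclusive = probably only some replicates passing the limit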;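 note: agonist challenge used bursicon conditioned medium at about half maximal strength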
# S100A4 inh HTS: inhibitors of S100A4-myosin IIA peptide binding, primary screen, biochemical, fluorescence polarization, TAMRA-MyoIIA peptide | inhibition, % at 10.7 µM | 0.14% of 360,000 active | AID 652163, 2013;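 active = mean inhibition of at least 70% across replicates, with every replicate also reaching that level; inconclusive = mean inhibition reaches 70% but some replicates fall short; inactive = mean inhibition below 70%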
# Target sequence (P26447 whole entry, looked up): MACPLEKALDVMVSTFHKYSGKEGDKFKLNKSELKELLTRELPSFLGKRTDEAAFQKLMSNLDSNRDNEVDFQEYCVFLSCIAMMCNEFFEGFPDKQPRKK
#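 Compound dosing: one dose per compound; test system: human S100A4 monomer with TAMRA-labelled myosin IIA peptide; probe or stimulus: TAMRA-labelled myosin IIA heavy-chain peptide probe, 5 nM; medium: HEPES buffer with Ca2+, pH 7.2; schedule: 5 min incubation before reading; benchmarks: neutral control DMSO, positive control TFP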
# Statin myotox sup: suppressors of statin myotoxicity in C2C12 myotubes, primary screen, cell-based, single point, plate reader. C2C12 myotubes + simvastatin, ATP luminescence, 48 h; scaled: DMSO 0, geranylgeraniol control 100. rescue of ATP level, % at 7.49 µM. 0.78% of 330,000 active;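 active = mean ATP rescue above about 67%, or every replicate alone reaching that limit, limit read from the data, passing the limit was not always enough; inconclusive = no clear call, values can overlap the other calls; inactive = mean under the limit and some replicate under it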;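 note: myotubes were challenged with 10 µM simvastatin during compound exposure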
# FN deposition inh: inhibitors of fibronectin matrix deposition, primary screen, AH1F cells, Alexa488-fibronectin fluorescence, plate reader; AID 743247, 2014; 0.086% of 350,000 active; inhibition, % at 12.6 µM; AH1F fibroblasts, overnight;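 active = mean inhibition across replicates of 30% or more, regardless of how many single replicates reach that level; inconclusive = mean under 30% yet at least half of replicates reach 30%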;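 note: positive control wells lacked labelled fibronectin entirely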
#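 Material: AH1F fibroblast monolayer depositing Alexa488-labelled fibronectin into matrix / Amount: 10000 AH1F cells per well / Signal: fluorescence 485/525 nm / Medium: DMEM, 2% serum / Compound: single dose, pinned / Incubation: 1 h cell adhesion before compound, then overnight fibronectin incubation / Reagent: Alexa488-FN, 24 nM final / Read-out: inhibition of fibronectin deposition signal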
# The depositor's hits bear a star; u = inconclusive; x = no result given. Some of the compounds tested; the hit share may differ from the screen's.
SMILES,Casp6 inh,SIRT5 inh,esBAF inh,LGR2 inh,S100A4 inh HTS,Statin myotox sup,FN deposition inh
Cc1ccc(CNC(=O)C(=O)c2cn(CC(=O)N3CCOCC3)c3ccccc23)cc1,0,-2,20,-11,2,-3,9
CC(=O)NC1(C(=O)O)CCCC1,2,3,-4,-6,-2,3,2
CN(C)C(=O)c1cccc(-c2ccccc2[C@H]2[C@H](C#N)N(C(=O)C3CCCCC3)[C@H]2CO)c1,-2,2,x,-19,-4,x,12
CC(C)(C)[S@](=O)N1Cc2cc(C(=O)N[C@@H]3CCN(Cc4ccccc4)C3)nc(-c3cccc(-c4cccnc4)c3)c2[C@@H]1CCO,3,0,9,-7,-8,5,-4
CN1/C(=C\C(=O)c2cccs2)C(C)(C)c2ccccc21,x,x,26,-8,x,-7,6
CCn1c(COc2cccc(C)c2)nnc1SCC(=O)N1CCCC1,x,x,-1,x,x,4,9
COc1cc([N+](=O)[O-])ccc1NC(=O)Nc1cnccn1,4,0,x,2,7,x,x
COC(=O)C1=C(C)N(Cc2ccccc2C(F)(F)F)C(=NCc2ccc(C(F)(F)F)cc2)NC1c1ccc(C(F)(F)F)cc1 (stereo not drawn),-6,-3,x,-12,-5,x,11
CCCN(C(=O)CSCC(=O)Nc1cccc(C)c1)c1c(N)n(Cc2ccccc2)c(=O)[nH]c1=O,-1,2,x,1,5,x,-4
CC(=O)Nc1ccc2c(c1)C(=O)c1ccc(Cl)cc1-2,0,-4,14,x,0,4,8
COCC#Cc1ccc2c(c1)O[C@@H](CN(C)C(=O)CN(C)C)[C@H](C)CN([C@H](C)CO)S2(=O)=O,0,-2,4,7,-5,3,3
COc1ccccc1N1CCN(S(=O)(=O)c2cn(C)nc2C)CC1,-3,8,x,0,-2,x,x
O=NN(Cc1cccnc1)Cc1cccnc1,-1,x,-4,-4,-7,-5,-4
Cc1c(NC(=O)Nc2ccc(Cl)c(Cl)c2)c(=O)n(-c2ccccc2)n1C,x,x,-5,x,x,-13,4
O=C(CP(=O)(c1ccccc1)c1ccccc1)Nc1cccc(CP(=O)(c2ccccc2)c2ccccc2)c1,5,-3,x,0,-4,x,3
COc1cc(OC)nc(Oc2cc(/C=N/O)ccc2OC)n1,3,-1,x,34,-1,x,1
CCC(=O)Nc1nc(C)c(-c2csc(Nc3cccc(C(=O)O)c3)n2)s1,3,2,x,x,-5,x,-7
O=C(CCN1CCCCC1)NCC[C@@H]1CC[C@@H](NC(=O)C2CCC2)[C@@H](CO)O1,-7,0,1,1,-7,0,x
OCCC1CN(Cc2cccnc2)CCN1CCc1ccccc1 (stereo not drawn),1,1,-1,0,-5,6,0
COc1ccc(-c2onc(C)c2C)cc1S(=O)(=O)NCCc1ccco1,11,-3,-1,-10,-2,4,1
COc1cc(/C=C(\C#N)C(=O)NCC2CCCO2)ccc1OC(=O)c1ccco1 (stereo not drawn),-1,0,-6,-15,0,-3,-2
CC(=O)Nc1sc(C)c(C)c1C(=O)OCC(=O)Nc1cccc(C)c1,-1,-7,8,-5,0,-1,18
COc1ccc(NC(=O)CCSc2nnnn2C)cc1,1,18*,u,-13,-1,6,0
CCC1Nc2ncnc(N3CCOCC3)c2N(Cc2ccc(OC)cc2)C1=O (stereo not drawn),2,x,-7,14,2,-1,1
COc1ccc(S(=O)(=O)N2CCOCC2)cc1NC(=O)COC(=O)C1CC2CCCC(C1)C2=O (stereo not drawn),-1,1,x,-2,1,x,x
# Next part.
SMILES,Casp6 inh,SIRT5 inh,esBAF inh,LGR2 inh,S100A4 inh HTS,Statin myotox sup,FN deposition inh
C[C@@H]1CN([C@H](C)CO)C(=O)Cc2cc(N(C)C)ccc2O[C@@H]1CN(C)Cc1ccc(C(=O)Nc2ccccc2N)cc1,-2,0,-17,-19,-3,-172,-14
Cc1noc(C)c1S(=O)(=O)Nc1ccc2c(c1)CC(=O)N([C@@H](C)CO)C[C@@H](C)[C@@H](CN(C)Cc1ccc(Oc3ccccc3)cc1)O2,x,x,-2,19,x,36,11
CCc1ccc(C2=Nn3c(nnc3-c3cccs3)SC2)cc1,x,x,-27,x,x,4,-6
Cc1ccc(C)c(C(C)NC(=O)C2CC=CCC2C(=O)O)c1 (stereo not drawn),1,1,-8,-5,3,7,-27
COc1cccc(S(=O)(=O)Nc2ccc3c(c2)C(=O)N(C)C[C@@H](OC)[C@@H](C)CN(C(=O)Cc2cccnc2)[C@@H](C)CO3)c1,-1,x,-8,-8,8,7,x
Cc1cccnc1Sc1c([N+](=O)[O-])ncn1C,x,x,3,x,x,4,-14
CCOC(=O)C1(Cc2cccc(OC)c2)CCN(Cc2ccccc2OC)CC1,-1,-3,-1,1,2,-11,-6
COc1ccc(NC(=O)CSc2nnc(NC(=O)C3CCC3)s2)c(OC)c1,2,2,-6,6,-3,-6,-29
COc1ccc(NC(=O)C2CC2(Cl)Cl)cc1S(=O)(=O)N1CCCCC1 (stereo not drawn),2,x,4,-4,-30,0,1
CC1CC(C)CN(CCCNC(=O)CCC(=O)N2CCOc3ccccc32)C1 (stereo not drawn),-10,5,-5,3,0,1,8
COc1ccccc1C(=O)COC(=O)c1c(-c2ccccc2)noc1C,4,-3,x,-4,-3,x,-4
CC(C)(C)SC(=O)CC1NS(=O)(=O)OC2CCCCC12 (stereo not drawn),1,0,-3,-12,-8,6,7
Cc1ccc(C)c(OCCC(=O)NNC(=O)c2ccccc2F)c1,-3,-12,x,-5,-1,x,-11
COc1cccc(CNc2nnnn2C)c1,-1,-1,-10,-3,-2,2,-3
CCOc1cc(C(=O)NC(C)COC)cc(OCC)c1OCC (stereo not drawn),x,x,0,x,x,-3,-5
CC1=C(C(=O)OCc2ccccc2)C(c2ccccc2Br)NC(=O)N1 (stereo not drawn),3,0,3,1,-2,11,5
C/C(=N\Nc1ccccn1)c1ccc(N2CCOCC2)cc1,3,5,x,-43,-6,x,x
COc1ccc(NC(=O)N(C)C[C@H]2Oc3ccc(NC(=O)CCC(F)(F)F)cc3CC(=O)N([C@@H](C)CO)C[C@H]2C)cc1,2,-1,-2,-6,7,-17,5
CCN(c1ccc(OC)cc1)S(=O)(=O)c1ccc(-c2ccc(=O)[nH]n2)o1,-2,-2,12,-6,5,-4,-8
O=C(O)CCc1nn2c3ccccc3n(CC(=O)O)c2nc1=O,-4,-1,-4,-6,1,3,-6
O=S(=O)(c1ccccc1F)N1CC[C@@H]2[C@@H](CO)Nc3ccc(-c4ccccc4)cc3[C@@H]21,1,6,0,-1,18,8,9
O=C1CSC(=S)N1,12,1,-1,x,-7,8,4
O=C(NCc1ccco1)c1ccc(COc2ccccc2[N+](=O)[O-])o1,4,1,-5,-5,-4,17,x
Cc1ccc(Nc2nc(=O)c3cccnc3s2)c(Br)c1,6,-4,27,-13,-1,14,-6
CC#CCCCC(=O)Nc1cc(OC)nc(OC)n1,x,x,-1,x,x,3,4

# Nothing new here: entries from further up.
SMILES,Casp6 inh,SIRT5 inh,esBAF inh,LGR2 inh,S100A4 inh HTS,Statin myotox sup,FN deposition inh
COc1ccc(NC(=O)CSc2nnc(NC(=O)C3CCC3)s2)c(OC)c1,2,2,-6,6,-3,-6,-29
COc1ccc(NC(=O)C2CC2(Cl)Cl)cc1S(=O)(=O)N1CCCCC1 (stereo not drawn),2,x,4,-4,-30,0,1
CC1CC(C)CN(CCCNC(=O)CCC(=O)N2CCOc3ccccc32)C1 (stereo not drawn),-10,5,-5,3,0,1,8
COc1ccccc1C(=O)COC(=O)c1c(-c2ccccc2)noc1C,4,-3,x,-4,-3,x,-4
CC(C)(C)SC(=O)CC1NS(=O)(=O)OC2CCCCC12 (stereo not drawn),1,0,-3,-12,-8,6,7
Cc1ccc(C)c(OCCC(=O)NNC(=O)c2ccccc2F)c1,-3,-12,x,-5,-1,x,-11
COc1cccc(CNc2nnnn2C)c1,-1,-1,-10,-3,-2,2,-3
CCOc1cc(C(=O)NC(C)COC)cc(OCC)c1OCC (stereo not drawn),x,x,0,x,x,-3,-5
CC1=C(C(=O)OCc2ccccc2)C(c2ccccc2Br)NC(=O)N1 (stereo not drawn),3,0,3,1,-2,11,5
C/C(=N\Nc1ccccn1)c1ccc(N2CCOCC2)cc1,3,5,x,-43,-6,x,x
COc1ccc(NC(=O)N(C)C[C@H]2Oc3ccc(NC(=O)CCC(F)(F)F)cc3CC(=O)N([C@@H](C)CO)C[C@H]2C)cc1,2,-1,-2,-6,7,-17,5
CCN(c1ccc(OC)cc1)S(=O)(=O)c1ccc(-c2ccc(=O)[nH]n2)o1,-2,-2,12,-6,5,-4,-8
O=C(O)CCc1nn2c3ccccc3n(CC(=O)O)c2nc1=O,-4,-1,-4,-6,1,3,-6

# Sorted by count of non-hydrogen atoms (lowest first): part of the list above.
SMILES,Casp6 inh,SIRT5 inh,esBAF inh,LGR2 inh,S100A4 inh HTS,Statin myotox sup,FN deposition inh
C[C@@H]1CN([C@H](C)CO)C(=O)Cc2cc(N(C)C)ccc2O[C@@H]1CN(C)Cc1ccc(C(=O)Nc2ccccc2N)cc1,-2,0,-17,-19,-3,-172,-14
COc1cccc(S(=O)(=O)Nc2ccc3c(c2)C(=O)N(C)C[C@@H](OC)[C@@H](C)CN(C(=O)Cc2cccnc2)[C@@H](C)CO3)c1,-1,x,-8,-8,8,7,x
Cc1noc(C)c1S(=O)(=O)Nc1ccc2c(c1)CC(=O)N([C@@H](C)CO)C[C@@H](C)[C@@H](CN(C)Cc1ccc(Oc3ccccc3)cc1)O2,x,x,-2,19,x,36,11

# Later entries
SMILES,Casp6 inh,SIRT5 inh,esBAF inh,LGR2 inh,S100A4 inh HTS,Statin myotox sup,FN deposition inh
C[C@@H](O)C#Cc1ccc2c(c1)O[C@@H](CN(C)C(=O)CC1CC1)[C@@H](C)CN([C@@H](C)CO)S2(=O)=O,3,4,-12,-4,-4,9,-9
CCOC(=O)C1CCCN(Cc2ccc(OCC)cc2)C1 (stereo not drawn),x,x,-4,x,x,8,-8
Cc1ccc(Cc2c(-c3cccc(Br)c3)nc3ccc(Br)cn23)cc1,2,-3,23,-87,-1,-6,-6
C[C@@H]1CCCCO[C@@H](CN(C)C(=O)C2CCCCC2)[C@@H](C)CN([C@@H](C)CO)C(=O)c2cc(NC(=O)Nc3ccc4c(c3)OCO4)ccc2O1,-4,0,-2,14,3,x,x
CNC[C@@H]1Oc2ccc(NC(=O)Nc3c(C)noc3C)cc2C(=O)N([C@@H](C)CO)C[C@@H]1C,-2,x,3,30,13,-3,-8
C[C@H](CO)N1C[C@H](C)[C@H](CN(C)S(=O)(=O)c2ccccc2C#N)OCc2cn(nn2)CCCC1=O,5,2,x,-4,4,x,1
CCOc1ccc(NC(=NCc2ccc3c(c2)OCO3)SC2CC(=O)N(c3ccccc3)C2=O)cc1 (stereo not drawn),x,x,1,x,x,-40,-7
O=C(NCc1ccccn1)c1c(Cl)cccc1Cl,x,x,-5,-6,x,-2,x
O=C1CCCN1CCC1CCN(C(=O)Nc2ccccc2)CC1,0,0,3,-1,-1,-2,x
Cc1ccc(S(=O)(=O)N(C)C[C@@H]2Oc3ccc(NS(=O)(=O)c4cccs4)cc3C(=O)N([C@@H](C)CO)C[C@H]2C)cc1,3,-2,8,-13,-16,-4,x

# Source: PubChem
